S3 lipid droplet – qHTS Assay for Lipid Storage Modulators in Drosophila S3 Cells; AID 2685, 2010; Drosophila S3 cells, BODIPY lipid droplet fluorescence, 18-24 h; cells fed with added oleic acid; lipid storage change, negative = inhibition, % at the top dose, mostly 46.1 µM; hits show Potency in µM; 0.64% of 320,000 active; active = well fitted inhibition curve with a large enough effect in the signal ratio, with a control signal flat, not every such curve was filed as active; inconclusive = small, poorly fitted or top-dose-only effect, or effect the other way, or a change in a side signal; the % refers to the signal ratio
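Drosophila S3 cells got compounds at several concentrations plus oleic acid (400 uM solution). Laser-scanning cytometry with 488 nm excitation read lipid droplets at 500-530 nm and cells at 575-640 nm. Percent activity was relative to 20 uM Triacsin C.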
S3 lipid droplet cell count max – recorded beside S3 lipid droplet, whose call it bears; cell number change, %; measured here: cell count max response;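 cells counted by Cell Tracker Red CMTPX staining in the red channel; peak over a dose series mostly up to 46.1 µM; percent activity relative to internal control wells on each plate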
* hit, by the source's call; i = inactive; u = inconclusive; x = not tested or not shown; [ ] = remark or other dose. % is set by controls: 0 for no effect and ±100 for the full control effect; potency is the fitted concentration of half-maximal effect. An excerpt; the hit share may differ from the screen's.

compound	S3 lipid droplet	S3 lipid droplet cell count max
Cc1csc(SC(C)C(=O)NCC2CCCCC2)n1 (centres undefined)	7.3%	17.2
COc1cnc(-c2ccccn2)nc1Sc1ccccc1Cl	26.4%	-7.7
CC1CCCCN1C(=O)CSc1nnc(-c2ccco2)n1C (centres undefined)	u	x
CCOC(=O)c1c(NC(=O)C[n+]2ccc(Cc3ccccc3)cc2)sc(C)c1C	u	x
CCOC(=O)C1(Cc2ccc(Cl)cc2)CCN(CCCn2cccn2)CC1	1.7%	-10.7
CN(c1ccc(C(=O)N2CCN(Cc3ccc4c(c3)OCO4)CC2)cc1)S(=O)(=O)c1ccccc1	u	x
CCN1C(=O)c2cccc3c(S(=O)(=O)N(C(=O)c4cccnc4)c4ccc(OC)cc4)ccc1c23	u	x
CC(=O)Nc1ccc(NC(=O)COc2ccc(S(=O)(=O)NC(C)c3ccccc3)cc2)cc1 (centres undefined)	-13.5%	2.6

Next section
compound	S3 lipid droplet	S3 lipid droplet cell count max
Cc1ccc(-n2ncc(C(=O)NCC3CCN(C4CCCC4)C3)c2C2CCN(C(=O)OC(C)(C)C)CC2)cc1C (centres undefined)	i	3.5
Cc1cc([N+](=O)[O-])ccc1N(C)C	7.5%	2.7
O=C(NCCc1ccccn1)c1nc(Cn2ccc([N+](=O)[O-])n2)no1	u	x
COc1ccc(C(=O)Nc2cc(S(=O)(=O)N3CCCCC3)ccc2OC)cc1	14.8%	-1.4
COc1ccc(-c2cc(C(=O)NCC(c3ccco3)N(C)C)c3ccccc3n2)cc1OC (centres undefined)	i	x
CCNc1nc(N)nc(Oc2ccc(OCc3ccccc3)nn2)n1	u	x
CCCCCc1nc(N)c(C#N)c(-c2ccco2)c1CCCC	u	x
COC(=O)Cn1cnc2sc(C)c(S(=O)(=O)N3CCN(c4ccccc4OC)CC3)c2c1=O	i	x

Later entries
compound	S3 lipid droplet	S3 lipid droplet cell count max
CCc1ccccc1NC(=O)CN(C)C(=O)COc1ccc(C)nc1[N+](=O)[O-]	u	x
Cc1ccc(-c2csc(NC(=O)c3ccc(F)cc3)c2C(=O)O)cc1	u	x
CCc1nnc(NC(=O)[C@@H](NC(=O)c2cccc(S(=O)(=O)N3CCOCC3)c2)C(C)C)s1	23.2%	-15.8
COc1ccc(OC)c(NS(=O)(=O)c2cccs2)c1	5.0%	0.8
CCOc1ccccc1NC(=O)C(NC(=O)C1CCC(C)CC1)C(C)C (centres undefined)	u	x
CC(=O)Nc1cccc(OCCCNC(=O)c2ccc(C(C)(C)C)cc2)c1	u	x
CCOc1ccc(-c2nnn(CC(=O)N3CCCC3)n2)cc1OCC	-2.8%	-23.0
CC(=O)N[C@@H](CS)C(=O)O	-1.1%	-1.5

Next compounds
compound	S3 lipid droplet	S3 lipid droplet cell count max
CCOC(=O)c1c(-c2ccccc2)oc2ccc(O)cc12	u	x
O=C(CS(=O)(=O)Cc1ccccc1)N1CCc2ccccc2C1	u	x
CC(=O)NC1C(=O)N(CCc2ccccc2)c2ccccc21 (centres undefined)	24.1%	0.1
C#CCNC(=O)C1=C[C@H](c2ccc(C(F)(F)F)cc2)[C@@H](CCCO)[C@H](OCC)O1	-2.4%	-0.3
Cc1noc(C)c1COC(=O)CCCc1nc2ccccc2s1	i	17.9
CCCC(c1nnnn1C(C)(C)C)N1CCN(Cc2ccccc2OC)CC1 (centres undefined)	0.2%	1.7
CN(N)c1nc2ccccc2nc1C(F)(F)F	u	x
c1ccc2c(c1)nc(-c1ccncc1)n1nnnc21	8.8%	-11.0

Continuation:
compound	S3 lipid droplet	S3 lipid droplet cell count max
CCOc1ccc(NC(=O)c2csc3c2CCCC3)cc1	u	x
Cc1cccc(C(=O)NCc2nnc(SCC(=O)Nc3nncs3)n2C)c1	23.4%	-2.1
Cc1noc(C)c1COc1ccc(C(=O)N2CC(C)CC(C)C2)cc1 (centres undefined)	u	x
CCOC(=O)CN1C(=O)CN(c2ccc(C)c(C)c2)C1=O	18.5%	7.6
Cc1ccc(N2C(=O)C(F)(F)C2c2ccccc2)cc1 (centres undefined)	14.6%	5.7
COc1ccc2[nH]c(=O)c(CN(C(=O)c3cccnc3)c3cccc(C)c3)cc2c1	7.9%	10.7
Cc1nc2c(-c3ccc(F)cc3)c(C)nn2c(C)c1CCC(=O)NCCN1CCOCC1	u	x
COc1ccc(OC)c(CCNC(=O)CCc2nnc3ccc(N4CCCCC4)nn23)c1	i	-23.8

Next structures follow:
compound	S3 lipid droplet	S3 lipid droplet cell count max
O=C(O)C1CCC(=O)N(C2CCCCC2)C1c1ccccc1Cl (centres undefined)	-9.5%	15.7
COc1ccc(CC2(CO)CCN(Cc3cccc(OC)c3OC)CC2)cc1	u	x
COc1ccc(CCC(=O)Nc2ccc(S(=O)(=O)Nc3ncccn3)cc2)cc1	u	x
COc1c(O)cnn(-c2ccccc2)c1=O	u	x
O=C(CCCn1c(=S)[nH]c2ccsc2c1=O)Nc1ccc2c(c1)OCCO2	17.7%	x
O=C(COC(=O)c1ccc(Br)cc1)NCc1ccc(F)cc1	-3.0%	20.2
CN1CCN(C(=O)c2ccc(N3CCCC3=O)cc2)CC1	u	x
CN(C)S(=O)(=O)c1cccc(NC(=O)CSc2nnnn2-c2ccccc2)c1	-9.8%	-3.5

More records:
compound	S3 lipid droplet	S3 lipid droplet cell count max
COC(=O)c1cc(C(=O)OC)cc(-n2c(C)cc(C(=O)CC#N)c2C)c1	u	x
COc1cc(/C=N/NC(=O)CCn2cnc(-c3ccccc3)c2-c2ccccc2)ccc1O	-1.2%	-11.1
CCc1ccc(CN(C)C(=O)c2cc(S(=O)(=O)N3CCOCC3)ccc2N2CCCC2)cc1	u	x
Cc1cc(Cl)ccc1N(CC(=O)NCc1ccccc1)S(C)(=O)=O	10.5%	-7.9
CCCC1CC(C)(C(=O)CSc2n[nH]c(-c3ccccc3)n2)OC1=O (centres undefined)	u	x
COc1cccc(/C=N/NC(=O)CN(C)S(=O)(=O)c2ccccc2)c1OC	u	x
CSC1=NCCN1S(=O)(=O)c1ccc(C)cc1	u	x
Cc1nn(C)c2c(=O)c(=O)c2n(C)[nH]1	u	x

Other entries follow:
compound	S3 lipid droplet	S3 lipid droplet cell count max
CCc1nn2c(=O)cc(COc3cccc(NC(=O)c4ccco4)c3)nc2s1	u	x
O=C1NCCN1C(=O)C12CC3CC(CC(C3)C1)C2	0.2%	-1.8
O=C(N/C(=C/c1ccccc1Cl)C(=O)N1CCCC1)c1ccccc1	-3.9%	-9.6
O=c1cc(-c2ccccc2)nc2nc(SCc3ccccc3)[nH]n12	u	x
Cc1cc2nc(SCCN3CCCC3)[nH]c2cc1C	u	x
CN(C)S(=O)(=O)c1ccc(N2CCCC2)c(C(=O)NCC2COc3ccccc3O2)c1 (centres undefined)	-11.1%[0.0737 µM]	17.8
O=C(c1ccc2snnc2c1)N1CCN(c2ccccc2)CC1	i	11.6
COc1ccc(-c2nc(N/N=C(\C)c3ccc(O)cc3)c3ccccc3n2)cc1	3.3%	3.5

(next part)
compound	S3 lipid droplet	S3 lipid droplet cell count max
O=C(CCC(=O)N1CCN(S(=O)(=O)c2ccc(Cl)cc2)CC1)Nc1ccc(Cl)cc1Cl	14.8%	12.0
COc1ccc(/C=N/Nc2nonc2N)cc1	i	-13.0
Cn1cc(CNC(=O)/C=C/c2ccc(Cl)cc2)cn1	21.6%	-18.0
COc1ccccc1NS(=O)(=O)c1ccc(C)c(C(=O)NC2=NCCS2)c1	u	x
CCCN(C(=O)c1ccc(S(=O)(=O)N2CCCC2)cc1)C1CCS(=O)(=O)C1 (centres undefined)	u	x
CCC(C)(CC(=O)Nc1nccs1)c1ccccc1 (centres undefined)	9.7%	7.5
Cc1cccnc1NC(=S)NC(=O)/C=C/c1ccccc1	17.5%	-14.1
Cc1ccc(C)c(Oc2coc3cc(O)ccc3c2=O)c1	u	x

At a glance, two of the compounds above.
compound	S3 lipid droplet	S3 lipid droplet cell count max
CCCN(C(=O)c1ccc(S(=O)(=O)N2CCCC2)cc1)C1CCS(=O)(=O)C1 (centres undefined)	u	x
CCC(C)(CC(=O)Nc1nccs1)c1ccccc1 (centres undefined)	9.7%	7.5

Continued:
compound	S3 lipid droplet	S3 lipid droplet cell count max
NC(=O)c1ccc(Oc2ccc3c(c2)CCC3)c([N+](=O)[O-])c1	2.91µM*	-16.2*
CN(c1ccc(C(=O)Nc2cccnc2)cc1)S(C)(=O)=O	u	x
Cc1cc(C)n(-c2nc3ccccc3nc2N2CCCC2)n1	u	x
O=C1C(=O)N(CCCn2ccnc2)C(c2cccnc2)/C1=C(/O)c1ccc(F)cc1 (centres undefined)	3.4%	-13.1
O=C(NCCOc1nc(N2CCOCC2)nc(N2CCOCC2)n1)Nc1ccccc1	6.9%	-14.8
COc1ccc(C=NCCCN2CCOCC2)cc1	7.2%	6.5
Cn1c(O)c(N=NC(=S)Nc2ccccc2F)c2cc(S(=O)(=O)N3CCOCC3)ccc21	u	x
CC(NC(=O)c1ccccc1Cl)C1COc2ccccc2O1 (centres undefined)	-5.4%	-0.3

Going on with the list:
compound	S3 lipid droplet	S3 lipid droplet cell count max
O=C(CCCn1c(=O)[nH]c2cc(Cl)ccc2c1=O)N1CCN(c2ccc([N+](=O)[O-])cc2)CC1	u	x
Cc1ccc(NC(=O)c2ccc(Cl)c(S(=O)(=O)Nc3c(C)n(C)n(-c4ccccc4)c3=O)c2)cc1Cl	u	x
O=c1c2ccccc2nnn1CSc1nc2sc3c(c2c(=O)n1CC1CCCO1)CCC3 (centres undefined)	8.6%	-15.6
CC1(C)C/C(=N\O)C(C(O)c2cccc([N+](=O)[O-])c2)C(C)(C)N1 (centres undefined)	-16.6%	2.8
CCCN(C(=O)CSc1nnnn1C)c1c(N)n(Cc2ccccc2)c(=O)[nH]c1=O	-20.3%	-15.6
CCC(C)(C)n1nnnc1C(c1cccc(C#N)c1)N1CCN(c2cccc(C)c2C)CC1 (centres undefined)	-4.8%	0.8
COc1ccc(Br)cc1CN1CCN(C(=O)c2ccco2)CC1	i	17.1
Cc1ccc(Nc2cc(C)nc3nc(C)nn23)cc1	u	x

Single records, as listed above. Values in the order: S3 lipid droplet | S3 lipid droplet cell count max
Profile of CCCN(C(=O)c1ccc(S(=O)(=O)N2CCCC2)cc1)C1CCS(=O)(=O)C1 (centres undefined) : u | x
Profile of CC(=O)Nc1ccc(NC(=O)COc2ccc(S(=O)(=O)NC(C)c3ccccc3)cc2)cc1 (centres undefined) : -13.5% | 2.6
Profile of Cc1cc([N+](=O)[O-])ccc1N(C)C : 7.5% | 2.7
Profile of CCOC(=O)c1c(NC(=O)C[n+]2ccc(Cc3ccccc3)cc2)sc(C)c1C : u | x
Profile of Cc1cc(C)n(-c2nc3ccccc3nc2N2CCCC2)n1 : u | x

Continuation.
compound	S3 lipid droplet	S3 lipid droplet cell count max
CC1CC(=O)Nc2cc([N+](=O)[O-])ccc2N1 (centres undefined)	-2.8%	7.0
Cc1cc(C)c2cc(C(=O)Nc3ccc4c(c3)OCO4)[nH]c2c1	u	x
CCCCC(=O)NC(=S)Nc1ccc(NC(=O)C(C)C)c(OC)c1	u	x
CCN1C(=O)[C@H]2[C@@H](c3ccc(SC4CCCCC4)cc3)N3CCCC[C@@]3(C(=O)OC)[C@H]2C1=O	u	x
Cc1cccc(NC(=O)CSc2nnc(C)c(C)n2)c1	u	x
Cc1cc(C(=O)NC(Cc2ccccc2)C(=O)O)c(C)o1 (centres undefined)	-7.6%	6.4
COc1ccc2c(c1)sc(N)[n+]2Cc1cc(C)cc2cccnc12	u	x
Cc1cc(C(F)(F)F)c2sc(N)nc2n1	u	x

(listing goes on)
compound	S3 lipid droplet	S3 lipid droplet cell count max
COc1cc(NC(=O)c2cc(Cl)ccc2Cl)ccc1-c1cc2ccccc2oc1=O	u	x
CC1CCCN(CCOCCOc2ccccc2-c2ccccc2)C1 (centres undefined)	u	x
Cc1ccc(C)c(CN2C(=O)COc3ccc(C(=O)c4ccccc4C(=O)O)cc32)c1	u	x
CCc1nnc(NC(=O)C2CC(=O)N(CCc3ccc(F)cc3)C2)s1 (centres undefined)	u	x
CC1=NN(c2ccccc2)C(=O)/C1=C/c1c(O)n(-c2ccc(F)cc2)[nH]c1=O	23.2%	3.2
O=C(CN1CCN(S(=O)(=O)c2ccccc2F)CC1)NCC1(N2CCOCC2)CCCCC1	17.1%	-3.1
O=C(Nc1ccc(F)cc1F)N1CCCCCC1	i	7.4
O=C(COc1ccccc1)N1CCN=C1SCc1ccccc1F	27.2%	x

Next part:
compound	S3 lipid droplet	S3 lipid droplet cell count max
C=CCOc1nc(-c2ccncc2)nc2ccccc12	u	x
CC1CCCC(C)N1C(=O)Cn1cnc2cc([N+](=O)[O-])ccc2c1=O (centres undefined)	9.8%	11.0
O=C(CCC1CCCN(C(=O)C2=CCCC2)C1)N1CCN(c2ccccn2)CC1 (centres undefined)	6.1%	-1.3
CC(Nc1ccc2c(c1)OCCO2)C(=O)Nc1ccc2c(c1)OCO2 (centres undefined)	-4.2%	-14.5
O=S(=O)(Nc1ccc(-n2cccc2)cc1)c1ccc(Cl)cc1Cl	u	x
Cn1nnnc1SCC(=O)Nc1ccc(Cl)c(S(=O)(=O)N2CCOCC2)c1	-1.9%	21.3
COc1ccc(-c2c(-c3cc(OC)cc(OC)c3)n(C)c3ccc(-c4ccc(N(C)C)nc4)cc23)cc1	u	x
COc1ccc(CC(=O)OCC(=O)NC(=O)NC2CCCC2)cc1	u	x
O=C(COC(=O)c1ccc(S(=O)(=O)N2CCCC2)cc1)Nc1cccc(F)c1	u	x
CCn1c(SCC(=O)NC2CC2)nnc1-c1csc(C)c1	i	4.5
